NR2E3 ag-1: activates human NR2E3 receptor; Q9Y5X4; CHO-S Gal4-NCOR/VP16-NR2E3 two-hybrid, luciferase; inhibition of corepressor binding, % at 3.98 µM; hit rate 0.35% among 360,000; AID 602229;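 active = inhibition above the mean of all tested compounds plus 3 SD, cut at about 70% in these data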;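 note: 0% = DMSO with NR2E3 transfected cells and 100% = cells lacking NR2E3 construct; higher means lower luciferase signal from less NR2E3 corepressor binding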
Target sequence (Q9Y5X4 whole entry, looked up, the tested form may be a part): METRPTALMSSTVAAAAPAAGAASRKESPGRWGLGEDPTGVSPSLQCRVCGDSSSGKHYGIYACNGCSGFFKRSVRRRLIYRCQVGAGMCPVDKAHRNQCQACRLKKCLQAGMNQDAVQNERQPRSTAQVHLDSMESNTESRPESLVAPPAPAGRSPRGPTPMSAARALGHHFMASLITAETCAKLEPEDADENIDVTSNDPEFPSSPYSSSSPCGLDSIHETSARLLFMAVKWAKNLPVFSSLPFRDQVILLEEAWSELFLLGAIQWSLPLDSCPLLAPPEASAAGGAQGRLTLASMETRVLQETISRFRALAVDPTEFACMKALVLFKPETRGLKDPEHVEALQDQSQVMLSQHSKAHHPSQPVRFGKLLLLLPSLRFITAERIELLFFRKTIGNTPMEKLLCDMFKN
NR2E3 ag-2: activates human photoreceptor nuclear receptor NR2E3; inhibition of corepressor binding, % at 4.78 µM; Q9Y5X4; hit rate 0.12% among 320,000; GST-NR2E3/biotin-RetCOR TR-FRET, 1536-well; AID 2300;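 active = percent inhibition above the cutoff of mean plus 3 SD of all tested compounds, set per screening campaign, cut at about 20% in these data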;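 note: 0% = DMSO wells and 100% = biotin wells as full block of FRET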
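Test system – NR2E3–RetCOR corepressor complex · Quantity – NR2E3 fusion 1.35 nM · Buffer or medium – Tris pH 7.5 · Incubation – Compound–protein incubation for 5 h at 4 °C · Technique – TR-FRET, Eu(K)-anti-GST donor, streptavidin-D2 acceptor, ex 340, em 617/671 nm · Evaluation – percent inhibition of 671/617 nm emission ratio versus biotin and DMSO controls · Plate – 1536-well format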
hiPSC survival: hiPSC single-cell survival enhancement; hit rate 0.044% among 360,000; ATPlite luminescence; 100% = ROCK inhibitor wells, 0% = DMSO; survival enhancement, % at 20 µM; in the data active = survival enhancement above about 18%;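 note: cells exposed to compounds for 16 hours before the ATP read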
m5-HT2A agonist: agonists of mouse serotonin 5-HT2A receptor (HTR2A); P35363; CHO-K1 mHTR2A beta-arrestin complementation, luminescence; percent of 30 µM serotonin response; activation, % at 7.6 µM; hit rate 0.66% among 360,000;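 active = activation above a run cutoff, the mean activation of all tested compounds plus 3 SD, cut at about 14% in these data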;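 note: 0% = plate median of compound wells and 100% = 30 µM serotonin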
CaV13 ICDI inh: Disruptors of the CACNA1D IQ motif to Ca2+-dependent inactivation inhibitor domain association, primary screening, Förster resonance energy transfer in intact living … | HEK cells, CFP/YFP FRET ICDI-IQ, plate reader, 10 min; percent FRET-ratio fall versus neutral wells | inhibition, % at 12.3 µM | hit rate 0.098% among 340,000 | AID 743397;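 active = mean replicate inhibition of at least 30% and at least 1% of replicates passing that level; inconclusive = only one of the two criteria is met; inactive = neither criterion is met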;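 note: 0% = median of the neutral control wells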
HIF-2a inh: blocks HIF-2a reporter activity; 786-0 RCC cells HIF-2a reporter, luciferase luminescence, overnight; inhibition, % at 18.8 µM; hit rate 0.72% among 360,000; AID 624352;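 active = inhibition of the luminescence signal of 40% or more relative to plate controls, in a single-dose primary screen at 18.75 µM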
PDI turbidity: PDI (human) enzyme inhibition; hit rate 0.052% among 350,000; PDI insulin aggregation turbidity, A650, 90 min; inhibition, % at 10 µM; P07237;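 active = mean inhibition across replicates of 30% or more, whatever share of single replicates reach that level; inconclusive = mean inhibition below 30% while every single replicate reaches 30%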;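 note: absorbance from insulin aggregation driven by PDI reduction with DTT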
Target sequence (P07237 whole entry, looked up): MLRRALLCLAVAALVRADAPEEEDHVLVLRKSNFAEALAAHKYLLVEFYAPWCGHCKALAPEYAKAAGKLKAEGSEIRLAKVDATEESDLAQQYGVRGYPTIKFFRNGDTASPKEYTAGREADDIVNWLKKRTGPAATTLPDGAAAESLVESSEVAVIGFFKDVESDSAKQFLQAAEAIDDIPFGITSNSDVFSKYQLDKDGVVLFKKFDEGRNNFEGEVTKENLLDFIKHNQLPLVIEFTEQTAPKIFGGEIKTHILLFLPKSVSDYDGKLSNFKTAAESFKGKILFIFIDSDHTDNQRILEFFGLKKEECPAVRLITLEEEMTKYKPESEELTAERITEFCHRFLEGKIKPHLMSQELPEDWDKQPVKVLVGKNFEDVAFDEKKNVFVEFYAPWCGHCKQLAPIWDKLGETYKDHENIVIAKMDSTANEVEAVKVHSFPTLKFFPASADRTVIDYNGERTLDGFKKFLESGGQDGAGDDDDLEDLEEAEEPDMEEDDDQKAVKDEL
MITF TRPM1 inh: reduces MITF-dependent TRPM1 promoter luciferase signal. SK-MEL-5 TRPM1 promoter luciferase, 24 h. hit rate 0.83% among 330,000. inhibition, % at 12.5 µM;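 active = mean inhibition across replicates of 60% or more, whatever share of single replicates reaches that level; inconclusive = some that reach 60%, reason not given; inactive = mean inhibition across replicates below 60%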; note: values of inactives mirror those of a sister screen read the other way
Cardio protect: modulators protecting cardiomyocytes from myocardial damage; AID 588492; hit rate 0.63% among 360,000; protection from H2O2 cell death, % at 20 µM; H9c2 cardiomyocytes, H2O2 injury protection, ATPLite, 2 h;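 active = compounds giving at least 50% protection of heart cells from peroxide-induced death in the single-dose screen, raw or plate-pattern-corrected value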;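 note: 0% = DMSO wells with peroxide and 100% = DMSO wells without peroxide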
Peg3 prom inh: inhibitors of Peg3 promoter; HeLa PEG-Prom luciferase reporter, luminescence, overnight; inhibition, % at 20 µM; hit rate 1.7% among 360,000; AID 588405;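 active = inhibition of at least 50% at 20 µM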
Shn3 inh set2: inhibitors of Schnurri-3 3'UTR reporter in osteoblasts; inhibition, % at 12.5 µM; AID 588674; Clone20 osteoblast Shn3 3'UTR firefly luciferase, 24 h; hit rate 0.52% among 360,000;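 active = mean inhibition of at least 75% with every replicate also reaching 75%; inconclusive = mean inhibition at least 75% but some replicate below; inactive = mean inhibition below 75%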;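 note: 0% = median of neutral control wells and 100% = pilot-screen positive control compound; some compounds past the cut are filed as inactive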
* hit, by the source's call; u = inconclusive; x = no result given; & = joins results of further samples.

entry	SMILES	NR2E3 ag-1	NR2E3 ag-2	hiPSC survival	m5-HT2A agonist	CaV13 ICDI inh	HIF-2a inh	PDI turbidity	MITF TRPM1 inh	Cardio protect	Peg3 prom inh	Shn3 inh set2
1	O=C(CSCSCC(=O)Nc1ccc2c(c1)OCO2)Nc1ccc2c(c1)OCO2	-10	-2	-1.9	-3	-8	-29	-2	-2	-8	-36	14
2	CC(=O)Nc1cccc(NC(=O)c2cc(C)on2)c1	-8	1	0.4	-3	-7	-50	7	-11	6	-12	-7
3	COc1ccc(Nc2nc3ccc(C)cc3cc2C#N)c(OC)c1	20	6	-1.2	3	-15	-37	-8	-51	-5	13	-6
4	COc1ccc(-c2noc(CCC(=O)N3CCN(c4cccc(C(F)(F)F)c4)CC3)n2)cc1	5	4	0.3	6	-3	18	-4	4	-10	22	15
5	CSCCC(NC(=O)c1ccccc1Cl)C(=O)NCCOc1ccc(C)cc1 (stereo not given)	-28	x	0.1	-3	-9	12	2	x	0	9	17
6	O=C(O)c1ccccc1Nc1cccc(C(F)(F)F)c1	0	x	-3.3	-1	-5	-13	-10	-4	4	1	-3&6
7	CC(C)C[C@H]1CN=C(Nc2ccccc2)N1CCc1cccc(F)c1	9	x	-3.9	-5	x	0	-1	-2	-10	6	22
8	CN1CCN(S(=O)(=O)c2ccc(N3CCN(c4ccccc4Cl)CC3)nc2)CC1	2	1	-0.3	-2	-6	8	7	x	-2	-1	18
9	O=C(O)c1ccccc1N=Cc1c(O)n(-c2nccs2)c(=O)c2ccccc12	-42	-2	1.3	8	-17	8	11	20	2	5	1
10	CCOCCCN(C(=O)CCC(=O)Nc1cc(C)on1)C(C(=O)NC(C)(C)CC)c1cccc(OC)c1OC (stereo not given)	-18	1	-0.2	-2	-2	19	3	x	8	-2	2
11	O=C(NCCCn1ccnc1)c1cccc(S(=O)(=O)Nc2ccc(Br)cc2)c1	2	0	-0.2	-5	-5	-2	0	6	-6	14	10
12	NC(=O)c1nsc(C(=O)N(Cc2ccccc2Cl)C(C(=O)NCC2CCCO2)c2ccc(O)cc2)c1N (stereo not given)	-21	x	0.2	-4	-3	7	15	0	11	16	6
13	Cc1ccc(C(=O)OCC(=O)c2c[nH]c3ccccc23)cc1S(=O)(=O)N1CCCCC1	5	0	1.6	0	-5	11	0	7	-3	20	13
14	COc1cccc(CNC(=O)C2CCN(c3cnccn3)CC2)c1	-20	0	0.5	-4	-5	14	-5	-1	1	-4	14
15	CC(C)NC(=O)CSc1nnc(-c2ccncc2)n1-c1ccccc1	3	1	1.8	0	-4	-98	3	-11	9	-30	-7
16	CCCNC(=O)c1ccc(COc2cccc3ccccc23)o1	-22	1	-0.4	0	-2	-15	23	15	-3	-3	15
17	COc1cc(CNCc2ccc3c(c2)OCO3)c([N+](=O)[O-])cc1OC	-5	2	0.8	-3	-2	14	5	-3	15	12	-10
18	C/C(=N/NC(=O)c1cccnc1)C1=C(O)CC(C)(C)CC1=O	-5	1	-1.3	14	5	13	2	-5	4	2	-7
19	Cc1cc(C)c(S(=O)(=O)N2CCC(C(=O)NCc3ccc(Cl)cc3Cl)CC2)c(C)c1	38	-2	-0.5	4	-4	23	-4	5	-3	35	14
20	O=C(c1c[nH]c2ccccc12)N1CCN(c2ccccc2)CC1	-18	5	-0.4	-3	-1	-75	13	-9	2	-26	6
21	CCCCCCCCN1[C@@H](CC(=O)O)c2cc(C(F)(F)F)ccc2S1(=O)=O	29	2	-1.3	-3	-11	7	0	-9	9	1	-2
22	O=c1oc(-c2ccccc2)nc2sc3c(c12)CCCC3	-24	0	-0.4	-3	x	-366	0	-61	-11	-173	-67
23	COc1ccc(C=CC(=O)c2cc(O)ccc2O)cc1	-12	x	-0.7	-6	-3	-72	25	-16	4	-47	56
24	O=C(Nc1ccccn1)Nc1cccs1	-38	2	-2.9	1	-10	-237	-9	-52	3	-171	-64
25	CC1(C(=O)NCc2ccc(C(F)(F)F)cc2)CCN1Cc1c(F)cccc1F (stereo not given)	2	x	-2.4	-1	-6	13	2	x	0	7	16
26	C=CCNC(=S)NNC(=O)C(CCCC)CC(C)(C)O (stereo not given)	5	6	-3.0	-3	-5	-5	u	8	3	9	8
27	O=C(Nc1cccc(-c2cccc(Cl)c2)c1)C1CCN(C2CCC2)CC1	-3	2	-0.4	-3	-4	16	10	12	-2	53*	5
28	COc1ccc(C(=O)O)cc1S(=O)(=O)NC(C)C	-31	4	-0.4	0	-7	17	4	-1	3	-3	-14
29	CC1Cc2cc(/C(O)=C3/C(=O)C(=O)N(CCCn4ccnc4)C3c3ccco3)ccc2O1 (stereo not given)	-17	4	2.9	0	-2	-47	-1	-30	-11	-50	-42
30	CCN(CC)S(=O)(=O)c1cccc2cc(C(=O)O)c(O)cc12	-3	3	0.9	2	x	12	1	-2	8	14	-4
31	CCOC(=O)c1cnc2c(F)ccc(F)c2c1Sc1ccccc1	-32	1	0.1	-3	2	20	-3	2	-8	19	x
32	CC(=O)Nc1ccc(NC2=C/C(=N/S(=O)(=O)c3cccs3)c3ccccc3C2=O)cc1	17	3	-0.6	1	-7	18	0	102*	-17	15	96*
33	COc1ccccc1-n1c(-c2ccccc2)c[nH]c1=S	-4	x	-1.7	1	-4	-8	7	2	-15	-8	1
34	Cc1ccc2cc3cc(C(=O)NCCCN4CCCC4=O)oc3nc2c1	-15	-1	0.0	-1	-7	-26	-2	-30	-2	4	-9
35	COC(=O)c1ccc(C(=O)OC)c(NC(=S)N2CCCCC2C)c1 (stereo not given)	6	-1	0.2	1	-6	13	3	-4	-2	3	-20
36	Cc1ccc(-c2csnn2)cc1	0	-3	-0.1	6	-6	2	-3	6	-7	-1	4
37	O=C(COc1ccccc1)NC(=S)Nc1ccc2c3c(cccc13)CC2	-10	2	1.9	0	-2	-67	-3	-6	-23	-42	-7
38	CCOC(=O)c1[nH]c(C)c(C(=O)OCC)c1C	-51	1	1.0	5	-5	-120	-2	x	-7	-68	-18
39	Nc1ccn(CC(=O)NCCNc2ccc([N+](=O)[O-])cn2)c(=O)n1	-20	2	3.3	2	-5	10	2	4	-3	-4	-8
40	OCCC1CN(Cc2c(F)cccc2Cl)CCN1C1CCCC1 (stereo not given)	6	-4	-0.2	-4	-2	10	-9	-7	5	1	8
41	N=C1CCCN1CC(=O)c1ccc(Br)cc1	-67	-2	-0.7	6	-5	-91	-4	-17	-4	-106	-16
42	COCCSc1nnc(NC(=O)C2CC(=O)N(c3ccc(Cl)cc3)C2)s1 (stereo not given)	-57	4	-0.2	2	-1	14	1	3	8	7	-26
43	Cc1cccc(S(=O)(=O)N(C)C[C@@H]2OCc3cnnn3CCCC(=O)N([C@H](C)CO)C[C@H]2C)c1	7	x	-2.4	8	x	6	2	x	-2	-8	2
44	CCCCn1nnnc1C(c1cc2ccccc2o1)N(Cc1ccccc1)Cc1ccccc1 (stereo not given)	-1	x	-0.8	-2	-6	7	x	x	x	x	x
45	CCCNC(=O)c1cc(C2CCCCN2C(=O)c2ccccc2)on1 (stereo not given)	-14	x	-1.3	3	-12	4	-2	x	-7	1	0
46	Cc1cccc(C)c1NC(=O)C1(N(Cc2ccco2)C(=O)CC2NC(=O)NC2=O)CCCC1 (stereo not given)	-2	0	1.9	4	-5	17	0	-13	9	4	-3
47	Cc1ccc(-c2noc(CCC(=O)NCCCN3CCN(c4ccc(F)cc4)CC3)n2)cc1	-11	-5	1.8	-6	0	19	7	-6	-22	13	34
48	O=C(CN1CCN(Cc2ccccc2)CC1)N/N=C/c1c[nH]c2ccccc12	13	-4	-1.3	-2	-5	-22	-4	-9	17	3	-6
49	COc1ccc(S(=O)(=O)N2CCOCC2)cc1NC(=O)CCNC(=O)c1ccc([N+](=O)[O-])cc1	8	3	-0.6	-4	-5	11	-2	-6	-9	12	-9
50	COc1ccc(C(=O)/C=C/NCc2ccc(C)cc2)cc1	9	2	-0.5	-11	x	-37	-1	0	0	-61	-6
51	COc1ccc(N=C2SC(CC(=O)Nc3cccc(Cl)c3)C(=O)N2Cc2ccco2)cc1 (stereo not given)	13	-1	-1.7	-6	-6	9	9	16	-11	35	31
52	CCNS(=O)(=O)c1ccc(CCC(=O)N2CCc3ccccc3C2)cc1	5	-4	0.0	-3	-19	9	12	8	-2	11	4
53	C=CCn1c(=S)[nH]c2cc(-c3ccccc3)sc2c1=O	-94	5	0.6	3	-3	-244	-7	-30	-10	-155	-21
54	CC1CC(C)CN(C(=O)CNC(=O)c2ccc3ccccc3c2)C1 (stereo not given)	-15	-2	0.0	1	-2	-15	-4	6	1	-7	-15
55	CN(C)c1ccc(C(=O)c2ccc(N(C)C)c3ccccc23)cc1	44	11	-2.0	-5	x	-180	-49	40	-24	-218	3
56	COc1ccccc1C(=O)OCc1nc(N)nc(Nc2ccccc2C)n1	-29	0	-1.7	1	-5	-85	14	-74	4	-89	0
57	O=C(CCSc1nc(-c2ccco2)cc(C(F)(F)F)n1)Nc1ccc2c(c1)OCO2	-8	1	-0.9	-5	x	-3	-6	2	-1	3	-21
58	COc1ccc(S(=O)(=O)NCC2CCCN(C(=O)c3ccco3)C2)cc1 (stereo not given)	-1	1	-1.5	-2	-7	4	3	-2	-2	2	0
59	OC(C#CCN1CCCCC1)c1ccccc1 (stereo not given)	-14	2	-1.1	-1	-5	-7	1	-6	4	-6	-3
60	Oc1sc(C=Nc2ccc(F)cc2)c2ccccc12	-43	1	2.4	-4	x	-254	0	-33	-6	-172	-55

Other entries
entry	SMILES	NR2E3 ag-1	NR2E3 ag-2	hiPSC survival	m5-HT2A agonist	CaV13 ICDI inh	HIF-2a inh	PDI turbidity	MITF TRPM1 inh	Cardio protect	Peg3 prom inh	Shn3 inh set2
61	COc1ccc2c(c1)C1NC(=S)NC(C)(O2)C1C(=O)Nc1ccc(C)cc1C (stereo not given)	7	-2	0.1	3	-3	14	1	2	13	19	4
62	CC1=CC(C)(C)NC(=S)N1c1cc(C)cc(C)c1	-17	1	-0.5	0	x	11	2	-6	-7	29	-5
63	FC(F)(F)c1ccc2c(c1)NCC1CCCN21 (stereo not given)	-17	-4	-0.3	0	-16	4	-7	11	-4	-33	74
64	CCN(CC)S(=O)(=O)c1ccc(/C=C/C(=O)Nc2ccc(N3CCOCC3)cc2)cc1	-25	-2	-0.7	-1	-2	12	3	22	1	14	24
65	CC1C(=O)C(C)(C)C(=O)OC1c1ccc([N+](=O)[O-])cc1 (stereo not given)	-27	4	0.8	-3	-18	-14	-5	-5	0	-13	9

From PubChem BioAssay
